# Screening data: PubChem, several laboratories
# Diaph act CS – counter-screen for diaphorase-based assays: diaphorase activators and chemical reducers | Diaphorase/resazurin coupled assay, resorufin fluorescence, 16 min; active compounds read high; 1 = vehicle wells, 0 = NADH-free wells | activation factor at 20 µM | 0.005% of 190,000 active;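 active = diaphorase activity raised at least twofold by the compound at 20 µM; inactive = activation factor below 2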
#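 Material: Purified diaphorase enzyme from Clostridium kluyveri | Buffer or medium: 50 mM HEPES pH 7.4 with 4.542 mM MgCl2, 0.005% Tween 20 | Times: 16 min enzyme reaction, ambient temperature | Signal: Red resorufin fluorescence at 544/590 nm excitation/emission | Measure: Increased resorufin signal from activators or reducing compounds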
# NF-kB neuron act – raises NF-kB expression in human neuronal cells; 1.6% of 190,000 active; fold change at 12.5 µM; NF-kB reporter expression; active compounds read high; in the data active = fold change above about 3.3
# TLR4-MyD88 BLA – inhibitors of human TLR4-MyD88 binding | O00206+Q99836 | HeLa CL3-4 TLR4/MyD88 BLA complementation, FRET ratio | inhibition, % at 8.4 µM | 0.18% of 200,000 active; in the data active = inhibition above about 25%;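 note: 0% = vehicle and 100% = reference inhibitor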
# STAT1 act – activators of IFN-gamma induced STAT1 signaling; 2.6% of 200,000 active; NIH 3T3 STAT1-luciferase reporter, luminescence; 100% = IFN-gamma alone, no compound; activation (% of control), % at 5.5 µM;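 active = activation above the screen-wide mean activation plus 3 SD, cut at about 130% in these data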;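 note: raw ratio to IFN-gamma control signal so 100% means no change and 0% no light; values of inactives mirror those of a sister screen read the other way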
# FLuc act counter – firefly luciferase counter-screen for stimulation assays. activation factor at 10 µM. ATPlite luciferase biochemical, luminescence, 10 min; 0 = ATP-free wells, 1 = DMSO control. 200,000 tested, under 10 active. P08659;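 active = luciferase activation factor, scaled between plate controls, of at least 2 with compound at 10 µM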
# Target sequence (P08659 whole entry, looked up): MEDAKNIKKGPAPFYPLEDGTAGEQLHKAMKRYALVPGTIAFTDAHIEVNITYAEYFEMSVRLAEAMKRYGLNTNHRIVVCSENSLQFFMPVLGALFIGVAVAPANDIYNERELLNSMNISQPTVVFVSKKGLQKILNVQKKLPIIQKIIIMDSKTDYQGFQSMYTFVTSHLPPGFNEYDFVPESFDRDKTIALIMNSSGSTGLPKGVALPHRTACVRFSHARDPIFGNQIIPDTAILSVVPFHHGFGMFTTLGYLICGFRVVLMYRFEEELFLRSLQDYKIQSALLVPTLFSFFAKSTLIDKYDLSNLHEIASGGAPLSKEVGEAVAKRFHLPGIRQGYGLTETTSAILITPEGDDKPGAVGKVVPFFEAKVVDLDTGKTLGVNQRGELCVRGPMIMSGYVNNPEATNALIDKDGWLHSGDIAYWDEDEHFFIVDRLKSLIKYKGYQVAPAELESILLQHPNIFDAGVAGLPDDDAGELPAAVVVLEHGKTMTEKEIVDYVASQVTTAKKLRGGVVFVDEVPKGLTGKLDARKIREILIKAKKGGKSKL
#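 Material: luciferase plus luciferin reagent, cell-free. Medium: PBS buffer for ATP. Also added: ATP substrate, dispensed from a 10.24 µM working solution in PBS. Doses: test compounds dosed from 2 mM stocks in 100% DMSO. Incubation: 10 min post-reagent at room temperature. Technique: light output (luminescence). Read-out basis: luminescence gain marking luciferase activators.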
# FLuc inhib CS – counter-screen for luciferase assay inhibitors: firefly luciferase inhibition; inhibition, % at 10 µM; P08659; AID 1006; 1.5% of 200,000 active; ATPLite firefly luciferase biochemical luminescence, 10 min;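 active = inhibition above about 50% when tested at 10 µM, limit read from the data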
# G6PDH counter – counter-screen for G6PDH assay hits: L. mesenteroides G6PDH inhibition; Purified L. mesenteroides G6PDH, diaphorase/resazurin coupled fluorescence, 45 min; inhibition, % at 5 µM; 0.12% of 200,000 active; in the data active = inhibition above about 50%
# APP transl inh – APP translation inhibition; AID 1285; SH-SY5Y APP 5'UTR-luciferase reporter, luminescence; inhibition, % at 2 µM; 0.82% of 190,000 active;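 active = inhibition above a set limit, derived from the sample mean plus 3 SD, cut at about 45% in these data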; note: values of inactives mirror those of a sister screen read the other way
# Diaph inh CS – counter-screen for diaphorase-based assays: diaphorase inhibitors and chemical oxidizers; inhibition, % at 20 µM; 0.69% of 190,000 active; AID 1217; diaphorase resazurin-to-resorufin fluorescence, NADH, 16 min; bacterial (C. kluyveri) enzyme, not human;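 active = primary screen inhibition at 20 µM above a set limit, cut at about 50% in these data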;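 note: plate controls were DMSO with full reaction for no effect and wells lacking NADH for full effect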
#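 Benchmarks: positive control wells lacking NADH, neutral wells with DMSO only. System: bacterial diaphorase enzyme (C. kluyveri). Input: 0.14 U/mL diaphorase, enzyme working solution. Detection: resorufin fluorescence, excitation 544 nm, emission 590 nm. Times: 16-min room-temperature incubation before reading.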
# APP 5'UTR act – APP 5'UTR luciferase reporter activation. AID 1276. activation, % at 2 µM. SH-SY5Y APP 5'UTR luciferase reporter, luminescence; zero percent = DMSO vehicle wells. 1% of 190,000 active;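 active = activation above a set limit, based on mean plus 3 SD of controls, cut at about 140% in these data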; note: values of inactives mirror those of a sister screen read the other way
# * marks the source's active call; other numbers are inactive results; . = no result given. Rows are unselected; about 5.6% have a hit in one of these screens.
# Start of the data: the first 6 entries, ahead of the listing:
SMILES,Diaph act CS,NF-kB neuron act,TLR4-MyD88 BLA,STAT1 act,FLuc act counter,FLuc inhib CS,G6PDH counter,APP transl inh,Diaph inh CS,APP 5'UTR act
CC(=O)N/C(=N/c1nc(C)cc(C)n1)Nc1ccc(NC(C)=O)cc1,0.9,0.73,-4,97,1.1,-8,-17,1,6,-1
CCNC(=O)NC(=O)COC(=O)CCc1nc(=O)c2ccccc2n1C,1,1.2,4,92,1,-4,16,22,-4,-22
O=c1c(-c2ccccc2)c(O)c2c(n1-c1ccccc1)CCCC2,0.9,0.96,2,100,1,-4,9,-9,6,9
CCN(CC)c1ncnc2ccc(Br)cc12,1,1.3,8,97,1.1,-9,6,2,1,-2
CC(=O)Oc1ccc(C2C3=C(CC(C)(C)CC3=O)Nc3cc4c(cc32)OCCO4)cc1 (centres undefined),0.8,1,-6,90,1.1,-7,4,-10,18,11
O=C(O)c1cccc(Oc2ncnc3sc4c(c23)CCCC4)c1,0.9,1,-11,100,1,-2,3,18,5,-18

# Results, from the first entry:
SMILES,Diaph act CS,NF-kB neuron act,TLR4-MyD88 BLA,STAT1 act,FLuc act counter,FLuc inhib CS,G6PDH counter,APP transl inh,Diaph inh CS,APP 5'UTR act
CC(=O)N/C(=N/c1nc(C)cc(C)n1)Nc1ccc(NC(C)=O)cc1,0.9,0.73,-4,97,1.1,-8,-17,1,6,-1
CCNC(=O)NC(=O)COC(=O)CCc1nc(=O)c2ccccc2n1C,1,1.2,4,92,1,-4,16,22,-4,-22
O=c1c(-c2ccccc2)c(O)c2c(n1-c1ccccc1)CCCC2,0.9,0.96,2,100,1,-4,9,-9,6,9
CCN(CC)c1ncnc2ccc(Br)cc12,1,1.3,8,97,1.1,-9,6,2,1,-2
CC(=O)Oc1ccc(C2C3=C(CC(C)(C)CC3=O)Nc3cc4c(cc32)OCCO4)cc1 (centres undefined),0.8,1,-6,90,1.1,-7,4,-10,18,11
O=C(O)c1cccc(Oc2ncnc3sc4c(c23)CCCC4)c1,0.9,1,-11,100,1,-2,3,18,5,-18
O=C(CSc1nc2ccccc2o1)c1ccccc1,0.9,1.4,-20,115,1,-1,2,-42,8,42
Cc1cc(C)cc(N2C(=O)C3C4C=CC(C4)C3C2=O)c1 (centres undefined),0.9,0.95,2,95,1,-4,-6,-6,5,6
COc1cccc(/C=C/C(=O)Nc2ccc3nc4n(c(=O)c3c2)CCCC4)c1OC,1.2,0.67,-12,76,0.9,12,-4,-6,-16,6
Cc1ccc(S(=O)(=O)N2CCN(c3nc(C)nc4sc(C)c(C)c34)CC2)cc1,0.8,1.1,-13,107,1,-2,13,-17,23,17
CC(C)(C)c1ccc(OCCN2CCCC2)cc1,1,1.2,-2,101,1,-3,7,-2,2,2
Fc1ccccc1COc1ccccc1/C=N/Nc1nc(N2CCCC2)nc(N2CCCC2)n1,0.9,1.3,3,89,1,-3,-5,-12,6,12
O=C(/C=C/c1ccco1)Nc1nc(-c2ccccn2)cs1,0.8,0.76,6,129*,0.7,29,14,-14,25,14
CCCCc1cc(=O)oc2cc(OCC(=O)N(CC)CC)ccc12,1,1.1,-4,96,1,0,2,0,-1,0
CC(=O)c1cccc(Nc2cc(C)nc3c(C)cc(C)cc23)c1,1,0.73,7,105,1.1,-8,-10,-14,-4,14
O=[N+]([O-])c1ccc(Cl)c(/C=N/N2CCN(c3ccccc3)CC2)c1,0.9,1.4,-5,100,1,-4,3,6,15,-6
O=C(Cn1cc(C(=O)C(F)(F)F)c2ccccc21)N1CCOCC1,1,1,4,102,1.1,-6,5,-8,4,8
CC(=O)c1ccc(N=Nc2ccc(C)cc2)cc1,1,4.8*,6,70,0.5,52*,4,-283,-2,283*
O=C(Oc1ccc(-c2cnc3ccccc3n2)cc1)c1ccco1,0.8,2.7,-7,155*,0.6,38,5,-80,18,80
Cc1cc(C)nc(N/N=C/c2cc(C)n(CC(F)(F)F)c2C)n1,1,0.74,2,92,1,2,6,8,4,-7
Cc1c(NC(=O)c2cnn3c2NC(c2ccco2)CC3C(F)(F)F)c(=O)n(-c2ccccc2)n1C (centres undefined),0.8,1.1,2,104,1.1,-8,-6,-9,15,9
O=[n+]1c2c(n([O-])c3c1CCCC3)CCCC2,1.1,1.1,-7,100,1.1,-6,7,-4,-10,4
CCOC(=O)c1cnc2cc(-c3ccc(Cl)cc3)nn2c1N,0.9,1.9,15,128,1,3,-6,-51,5,51
Cc1cc(N2CCCC2)ccc1/C=C1\NC(=S)N(C)C1=O,0.6,2.2,10,129*,1,3,22,-54,43,54
N=c1c2c(-c3ccccc3)c(-c3ccccc3)n(Cc3ccco3)c2ncn1CCCN1CCOCC1,1,0.63,6,107,1,-4,-2,-6,-5,6
O=C1CCC(=O)N1CNc1ccccn1,0.9,0.94,-13,103,1,-2,3,-10,12,10
O=C(COC(=O)C1CC(=O)N(c2ccc3c(c2)OCCO3)C1)NC1CCCc2ccccc21 (centres undefined),0.8,0.68,6,99,1.1,-5,6,-9,17,9
CC(Oc1ccc(Cl)cc1Cl)C(=O)NCCCn1ccnc1 (centres undefined),0.8,1.3,-2,107,1.1,-9,3,8,23,-8
CCOC(=O)c1c(CN2CCOCC2)n(-c2ccccc2)c2ccc(O)cc12,0.8,0.79,2,102,1.1,-6,3,-7,23,7
Cc1ccc2nsnc2c1N,0.8,1,11,97,1.1,-9,25,-2,16,2
COc1ccc(NC(=O)c2ccccc2-c2ccc(C(F)(F)F)cc2)cc1S(=O)(=O)N1CCOCC1,0.8,0.65,5,89,1.1,-6,3,-15,16,15
CCCCCCCC(=O)Nc1ccc(C(=O)N/N=C/c2cccc([N+](=O)[O-])c2)cc1,1.1,1.1,-2,101,1.1,-8,0,0,-8,0
C/[N+]([O-])=C\c1coc2ccccc2c1=O,0.9,1.2,-4,98,1.1,-5,3,-10,14,10
c1cncc(-c2nc(-c3cccs3)cs2)c1,0.9,1.5,-2,114,1,4,6,2,8,-2
CCN(CC)/C(=N/O)NC(=O)NS(=O)(=O)c1ccc(C)cc1,0.9,0.99,-2,101,1.1,-6,6,-1,10,1
CCCCc1c(O)nc(SCCC(=O)O)[nH]c1=O,0.8,1.1,-4,112,1.1,-8,0,.,15,.
CCOC(=O)c1cnc(SCC)[nH]c1=O,0.9,1,5,104,1.1,-8,-9,5,12,-5
c1ccc(-c2ccc(OCCCNC3CCCC3)cc2)cc1,1,0.7,-2,109,1,-2,25,0,1,0
CC(C)Oc1ccc(C(=O)Nc2cc(=O)n(C)c(=O)n2C)cc1,1,1.7,-2,102,1.1,-11,11,-10,2,10
COc1cc(/C=C/C(=O)N2CCCC2)cc(OC)c1OC,1,1.2,-7,81,1.1,-6,7,-15,5,15
Cc1nc2ccccc2cc1C(=O)N/N=C/c1ccccc1[N+](=O)[O-],0.9,1.2,6,97,1,-5,0,-4,14,4
CCOc1ccc(Oc2ccccc2NC(=O)CCNC(C)=O)cc1,0.9,1.9,2,91,1,-1,0,-32,7,32
O=C(CSc1nc2ccccc2s1)NC1CCCc2ccccc21 (centres undefined),0.9,0.82,12,95,1.1,-7,0,-2,8,2
COc1ccc(/C=C2\CN(Cc3ccccc3)C/C(=C\c3ccc(OC)cc3)C2=O)cc1,0.9,1.8,-7,96,1.1,-9,-28,-2,14,2
OC(COC(c1ccccc1)c1ccccc1)CN1CCCCC1 (centres undefined),1,1.1,-10,99,1,0,1,-10,-5,10
CN(C)C(=O)c1cn(-c2ccccc2)nc1-c1cccc([N+](=O)[O-])c1,0.8,0.95,6,106,1.1,-8,5,-4,15,4
Cc1ccc(OC(=O)CCC(=O)Nc2ccc(S(=O)(=O)Nc3cc(C)on3)cc2)cc1,1,1.1,-12,95,1,-1,2,-22,5,22
Cn1ccnc1C(O)c1ccco1 (centres undefined),0.8,1.1,10,96,1,-2,-6,-14,23,14
S=C(Nc1cccnc1)Nc1ccccc1Br,1,0.87,12,101,1.1,-6,4,-1,-2,1
Cc1ccc(S(=O)(=O)Nc2nc3ccccc3nc2NCc2ccc3c(c2)OCO3)cc1C,0.8,1.3,-11,97,1.1,-9,-10,-38,15,38
Cc1nc2ccccn2c1-c1csc(NCc2ccco2)n1,0.7,0.74,10,93,1,-3,16,-6,30,6
COc1cccc(CN(CC2CCCO2)S(=O)(=O)c2ccc(-n3cnnn3)c(OC)c2)c1 (centres undefined),0.9,1,-4,101,1.1,-8,12,-23,6,23
CCCCCCn1c(CN2CCCCC2CC)nc2c1c(=O)n(C)c(=O)n2C (centres undefined),0.8,1.1,-3,97,1,-4,-5,-9,22,9
N#CCCn1c(SCC(=O)NCCc2ccc(F)cc2)nc2ccccc21,0.9,1.2,5,97,1.1,-6,8,-57,11,57
O=C(COC(=O)C1CC(=O)N(Cc2ccco2)C1)c1ccc(OC(=O)c2ccco2)cc1 (centres undefined),0.9,1.2,3,107,0.9,13,6,-9,10,9
COC(=O)/C=C1/S/C(=N/NC(=O)c2ccccc2C)NC1=O,1,1,15,102,1,-2,8,-6,1,6
COc1ccc(N2CCN(C(=O)CSc3nnc(NC(=O)C4CC4)s3)CC2)cc1,0.9,1.1,9,90,1,-2,2,5,12,-5
CC(C)Cc1nc(S(=O)(=O)c2ccc(Cl)cc2)c(N2CCOCC2)o1,0.9,0.98,4,97,1.1,-6,-5,-2,10,2
Cc1c(NC(=S)N2CCN(c3ccc(F)cc3)CC2)c(=O)n(-c2ccccc2)n1C,1,0.81,5,104,1,-5,9,-1,2,1
NC(=O)C1CCN(c2ncnc3c2c(-c2ccccc2)cn3-c2ccccc2)CC1,0.7,0.61,8,89,1.1,-8,-5,8,28,-8

# The results go on:
SMILES,Diaph act CS,NF-kB neuron act,TLR4-MyD88 BLA,STAT1 act,FLuc act counter,FLuc inhib CS,G6PDH counter,APP transl inh,Diaph inh CS,APP 5'UTR act
Cc1cc(SCc2cc(=O)[nH]c3ccccc23)nc2ccccc12,0.8,0.91,7,96,1.1,-5,1,-4,18,3
CCCCCC(C)n1[nH]c(=O)c2c(C)cc(C)nc21 (centres undefined),1,1.1,-2,100,1.1,-6,2,.,2,.
CCCOc1ccc(C2C(C(=O)OC)=CN(CCOC)C=C2C(=O)OC)cc1,0.9,0.92,-20,103,1.1,-9,13,-9,13,9
O=C(c1ccco1)N1CCN(c2c(-c3ccccc3)c3cc(Cl)ccc3[nH]c2=O)CC1,0.7,1.1,7,100,1.1,-8,-65,-17,28,17
COc1cccc(/C=C/C(=O)Nc2ccc3[nH]c(=O)[nH]c3c2)c1,0.9,1.1,17,107,0.8,20,4,-9,8,9
CCN(CC(=O)Nc1c(F)cccc1F)C(=O)Cc1ccccc1,1.1,1.1,-2,101,1,-3,15,-14,-13,14
O=C(NNC(=O)c1ccccc1Br)c1ccc(Cl)cc1,1,1.6,13,108,0.9,10,5,-1,1,1
CNC(=S)N(Cc1ccc(OC)cc1)Cc1cc2cc(C)ccc2[nH]c1=O,0.8,0.97,-18,109,1,-4,-3,12,22,-12
NC(=O)CSc1ccc(-c2ccc(F)cc2)nn1,1,1.2,-3,102,1,1,1,-29,0,29
